# From PubChem BioAssay
# MRP-1 activ: MRP-1 activation; H69AR cells + doxorubicin, viability rescue, CellTiter-Glo; viability increase, % at 10 µM; 140,000 tested, 0.61% active; AID 799;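 active means viability gain under doxorubicin at or above a set limit, the compound median plus 3 SD, cut at about 4.7% in these data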;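 further: MRP-1 overexpressing cells given doxorubicin 25 µM after compound pretreatment; 18-22 h compound pretreatment then 72 h with doxorubicin before readout; 0% = doxorubicin-only wells and 100% = vehicle-treated cells without doxorubicin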
# HCT116 bCat-KO: beta-catenin-lacking colon tumor cell growth suppression; HCT116 beta-catenin knockout viability, CellTiter-Glo, 60 h; hits give low values; viability, % at 10 µM; 140,000 tested, 1.5% active; AID 818;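 active means viability at or under a set limit, the compound median less 4 SD, cut at about 6% in these data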;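 further: 0% = Hyamine 1622 control at 20 µM and 100% = untreated cell control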
# GALR2 antag: antagonists of human galanin receptor 2 (GALR2); AID 828; 140,000 tested, 0.39% active; GALR2-expressing cells, antagonist mode; inhibition, % at 4 µM; in the data active means inhibition above about 27%;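 further: cells stimulated with galanin 1-16 at roughly its EC80; 0% = agonist challenge control and 100% = basal control without agonist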
# Target sequence (O43603 whole entry, looked up): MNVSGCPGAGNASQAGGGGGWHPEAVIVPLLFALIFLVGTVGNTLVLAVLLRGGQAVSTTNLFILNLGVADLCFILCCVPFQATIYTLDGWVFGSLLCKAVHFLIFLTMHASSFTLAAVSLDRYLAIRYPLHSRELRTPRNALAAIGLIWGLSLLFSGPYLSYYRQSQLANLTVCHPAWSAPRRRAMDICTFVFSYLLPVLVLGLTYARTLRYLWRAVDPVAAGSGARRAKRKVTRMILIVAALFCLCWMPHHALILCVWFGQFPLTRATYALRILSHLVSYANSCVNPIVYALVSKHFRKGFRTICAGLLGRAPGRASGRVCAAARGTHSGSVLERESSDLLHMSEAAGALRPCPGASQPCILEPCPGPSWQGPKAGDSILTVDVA
# E-sel TNF inh: TNF alpha driven E-selectin expression inhibition; HUVEC TNFa-induced E-selectin immunofluorescence, high content; inhibition, % at 2 µM; 120,000 tested, 0.71% active; AID 1246;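 active means inhibition above the batch mean plus 3 SD, and confirmed as a hit on visual image review, cut at about 43% in these data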;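 further: 0% = TNF-stimulated DMSO wells and 100% = unstimulated control wells; not every result past the cut was called active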
# Measles CPE: protection of cells from measles virus | protection (pct of control), % at 4 µM | AID 841 | Measles virus-infected cells, CPE protection, absorbance | 140,000 tested, 1.5% active; in the data active means protection mostly above about 24%, no sharp cut-off; inactive means mostly below about 26%; further: some compounds called inactive have numbers as strong as hits
# Phagocyt inh: macrophage phagocytosis inhibition; J774A.1 macrophage IgG-bead phagocytosis, imaging; inhibition, % at 5 µM; 110,000 tested, 0.07% active;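 active means inhibition above the mean of the plate negative controls plus 5 SD, cut at about 13% in these data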;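 further: phagocytic index as fraction of beads internalized from green versus red external bead signal; plate controls were DMSO negative control for no effect and cytochalasin-D positive control for full effect; some results beyond the cut were filed as inactive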
# Yeast growth inh: reduces growth of yeast BB579 in restrictive medium; 140,000 tested, 0.51% active; inhibition, % at 10 µM; S. cerevisiae BB579 growth, OD615, 48 h; AID 804;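 active means inhibition above a set limit, 3 SD over the mean compound inhibition, cut at about 44% in these data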; further: inactives centre near -24
#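 Material: Saccharomyces cerevisiae DeaD strain BB579, replicative lifespan model yeast; buffer or medium: CSMM-D restrictive synthetic medium containing dextrose (glucose); compound: 10 µM single dose, DMSO 0.25%; timing: 48 h compound exposure at 30 °C after 4 h preincubation; signal: turbidity as optical density at 615 nm; benchmarks: positive control amphotericin B 10 µg/mL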
# Yeast lifespan up: yeast lifespan extension; S. cerevisiae growth with nicotinamide, OD615; deaD strain in restrictive glucose medium; AID 775; inhibition of the nicotinamide effect, % at 10 µM; 130,000 tested, 0.68% active;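 active means inhibition above a set limit, placed 3 SD over the median of all compounds, cut at about 26% in these data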;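 further: 0% = nicotinamide-treated wells and 100% = cells grown without nicotinamide; some compounds called inactive have numbers as strong as hits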
#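 Measured by: optical density (absorbance) at 615 nm; System: modified budding yeast, DeaD strain; Medium: restrictive CSMM-D dextrose medium; Timing: 4 h preincubation then 48 h treatment at 30 °C.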
# NPY Y2 blocker: NPY-Y2 (human) receptor antagonism; NPY-Y2 expressing cells, antagonist mode; inhibition, % at 2.7 µM; 140,000 tested, 0.99% active; in the data active means inhibition above about 17%;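 further: 0% = vehicle with agonist challenge and 100% = reference antagonist with challenge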
# Target sequence (P49146 whole entry, looked up): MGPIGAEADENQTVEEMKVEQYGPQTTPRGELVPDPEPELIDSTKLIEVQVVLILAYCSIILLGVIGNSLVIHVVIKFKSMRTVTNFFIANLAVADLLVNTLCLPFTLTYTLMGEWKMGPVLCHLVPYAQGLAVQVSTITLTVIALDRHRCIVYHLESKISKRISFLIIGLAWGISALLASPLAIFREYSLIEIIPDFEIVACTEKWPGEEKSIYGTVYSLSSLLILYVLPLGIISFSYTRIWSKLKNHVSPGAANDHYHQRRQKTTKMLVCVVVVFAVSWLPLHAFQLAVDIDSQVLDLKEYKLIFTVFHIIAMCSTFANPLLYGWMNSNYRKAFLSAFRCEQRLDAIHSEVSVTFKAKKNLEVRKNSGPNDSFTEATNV
# PTEN del growth: suppresses growth of cells with PTEN deletion; HCT116 PTEN-null viability, CellTiter-Glo, 60 h; hits give low values; viability, % at 10 µM; 140,000 tested, 1.2% active; AID 827;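 active means viability at or below a set limit, 4 SD under the median of all tested compounds, cut at about 3.7% in these data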;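 further: PTEN knockout HCT116 line with beta catenin targeted HCT116 as companion control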
# Numbers without * were called inactive; · = no result given.
# Below each compound – E-sel TNF inh, HCT116 bCat-KO, Phagocyt inh, GALR2 antag, Yeast growth inh, Measles CPE, Yeast lifespan up, MRP-1 activ, NPY Y2 blocker, PTEN del growth
O=[N+]([O-])c1ccc(NCCCNS(=O)(=O)c2ccc(Cl)cc2)c(Cl)c1
 : 5, 62, -3, -4, -37, 5, -13, -2.1, -2, 48
O=C(CSc1nc(-c2ccccc2)cc(=O)[nH]1)N1CCc2ccccc21
 : -22, 95, -1, 7, -45, 15, 3, -2.0, 10, 84
O=C(Nc1cccc(S(=O)(=O)N2CCCCCC2)c1)c1ccc2ccccc2n1
 : 14, 85, -5, 7, -23, 9, -4, -1.1, 9, 78
O=C(COC(=O)c1cccc(S(=O)(=O)N2CCc3ccccc32)c1)Nc1ccc(Cl)cn1
 : 9, 85, ·, -11, -32, 35*, -1, -1.3, 3, 87
O=S(=O)(c1ccc2c(c1)OCCO2)N1CCC(O)(c2ccc(Cl)cc2)CC1
 : 4, 69, -5, 12, -52, 19, -1, -0.9, 2, 83
COc1cc(CC(=O)N/N=C/c2ccccc2)c([N+](=O)[O-])cc1OC
 : ·, 93, -4, 4, -8, 7, -3, -1.2, 1, 81
CCC(c1nnc(SCCNCCO)n1CCN1CCOCC1)N(C)C (stereo not given)
 : 32, 98, -1, 3, -8, 4, -4, -0.8, 4, 104
Cc1nn(Cc2ccccc2Cl)c(C)c1C(=O)NCc1ccco1
 : ·, 103, 0, 9, 4, 4, -14, 0.0, 0, 110
Cc1cc(NC(=O)Cn2nc(C(F)(F)F)c3c2CCC3)n(-c2ccccc2)n1
 : 18, 95, 1, 1, 11, 15, -5, -0.9, 2, 93
COc1ccccc1CN(CC(=O)NCc1ccc2c(c1)OCO2)C(=O)c1ccc2c(c1)OCCO2
 : -1, 93, ·, -6, -21, 15, ·, -3.5, 3, 86
CCc1nnc(NCn2nc(C)cc2C)s1
 : 8, 86, -1, -19, -31, 22, -3, -2.7, 0, 96
O=C(CN1C(=O)COc2ccc(Cl)cc21)Nc1ccc2c(c1)OCCO2
 : -13, 105, 11, 14, -32, 5, -7, -0.7, 2, 88
Cc1oc(C)c(C(N)=O)c1C(N)=O
 : 20, 99, -3, 8, 0, 1, -27, -1.5, 0, 86
Cc1ccn2cc(CCNC(=O)c3ccc(Br)o3)nc2c1
 : ·, 100, -1, 3, -63, 9, 4, -0.5, 2, 98
COc1ccc(/C=C/C(=O)NC(C)CCc2ccccc2)cc1 (stereo not given)
 : ·, 89, -4, -2, 7, 23, -2, -0.9, 22*, 84
Cc1cccc(N/C=C/c2onc(C)c2[N+](=O)[O-])c1
 : 5, 92, 1, 0, -21, 12, -20, -0.6, 2, 102
CCCCC(=O)Nc1ccc2c(c1)OCCO2
 : -21, 100, 0, 4, -11, 11, -11, -2.3, 0, 97
C(=C\c1ccccc1)/CN1CCN(Cc2ccc3c(c2)OCCO3)CC1
 : -27, 93, 3, -17, -3, 17, -3, -2.3, 11, 94
CC1(C)CC(=O)c2cc(O)ccc2O1
 : -18, 95, 0, -9, -43, 14, 1, -1.2, 1, 97
CC(=O)N1CCN(CC(=O)Nc2c(Cl)cccc2Cl)CC1
 : -19, 102, 0, -1, -31, 3, -9, -0.4, -2, 96

# Structural class: the compounds so far with an aryl methoxy group (3)
# Below each compound – E-sel TNF inh, HCT116 bCat-KO, Phagocyt inh, GALR2 antag, Yeast growth inh, Measles CPE, Yeast lifespan up, MRP-1 activ, NPY Y2 blocker, PTEN del growth
COc1cc(CC(=O)N/N=C/c2ccccc2)c([N+](=O)[O-])cc1OC
 : ·, 93, -4, 4, -8, 7, -3, -1.2, 1, 81
COc1ccccc1CN(CC(=O)NCc1ccc2c(c1)OCO2)C(=O)c1ccc2c(c1)OCCO2
 : -1, 93, ·, -6, -21, 15, ·, -3.5, 3, 86
COc1ccc(/C=C/C(=O)NC(C)CCc2ccccc2)cc1 (stereo not given)
 : ·, 89, -4, -2, 7, 23, -2, -0.9, 22*, 84

# Arranged by number of heavy atoms (rising): some entries from above
# Below each compound – E-sel TNF inh, HCT116 bCat-KO, Phagocyt inh, GALR2 antag, Yeast growth inh, Measles CPE, Yeast lifespan up, MRP-1 activ, NPY Y2 blocker, PTEN del growth
Cc1oc(C)c(C(N)=O)c1C(N)=O
 : 20, 99, -3, 8, 0, 1, -27, -1.5, 0, 86
COc1ccc(/C=C/C(=O)NC(C)CCc2ccccc2)cc1 (stereo not given)
 : ·, 89, -4, -2, 7, 23, -2, -0.9, 22*, 84
O=C(COC(=O)c1cccc(S(=O)(=O)N2CCc3ccccc32)c1)Nc1ccc(Cl)cn1
 : 9, 85, ·, -11, -32, 35*, -1, -1.3, 3, 87

# (list continues)
# Below each compound – E-sel TNF inh, HCT116 bCat-KO, Phagocyt inh, GALR2 antag, Yeast growth inh, Measles CPE, Yeast lifespan up, MRP-1 activ, NPY Y2 blocker, PTEN del growth
Cc1cc(=O)oc(C)c1C(=O)NCCCN1CCN(c2ccc(F)cc2)CC1
 : -10, 74, ·, 4, -35, 43*, -5, -3.5, -1, 77
CCN(CC)CCNC(=O)c1c(C)oc2cc(Br)c(OC)cc12
 : ·, 87, -1, -1, 2, 3, -5, -4.6, 1, 86
O=C(c1ccc(Cl)cc1)N1CCN=C1c1ccccc1
 : ·, 91, -5, -5, -16, 5, 8, -2.8, 4, 103
Cc1ccccc1NCCNc1ccccc1C
 : 11, 102, -1, -10, -23, 17, -16, 1.8, 1, 100
CCOC(=O)N1CCN(C(=O)Cn2ncn3nc(-c4cccs4)cc3c2=O)CC1
 : 12, 103, -1, -9, -25, 3, -21, -2.5, 2, 106
COCCn1nnnc1CN(CCc1ccc(OC)c(OC)c1)Cc1cc2ccc(C)cc2[nH]c1=O
 : -8, 80, 0, 5, -30, 11, 5, -3.6, 1, 94
CS(=O)(=O)N(CC(N)=O)c1ccc(F)c(Cl)c1
 : -14, 98, 0, 1, -42, 6, -8, -0.3, 1, 111
Nc1nnnn1/N=C/c1cccc(OCc2ccccc2Cl)c1
 : 9, 81, ·, 0, -19, 9, ·, -0.2, 7, 70
O=C(Cn1c(=O)n(Cc2ccccc2)c(=O)c2ccccc21)NCc1ccco1
 : -92, 85, -1, 3, -1, 6, -6, -0.4, 8, 80
CCNC(=O)NC(=O)C(C)OC(=O)c1cc(S(=O)(=O)N2CCCCCC2)ccc1OC (stereo not given)
 : 6, 96, 0, -5, -4, 3, -10, -1.2, 4, 96
Cc1csc(NC(=O)Cc2c[nH]c3ccccc23)n1
 : -6, 86, 2, 16, 3, 6, -23, -2.3, 0, 89
Cn1nnc(NC(=O)COc2ccc(C3CCCCC3)cc2)n1
 : 2, 69, 2, 0, -7, 8, -33, 5.3*, 2, 69
COc1c(C)cccc1C(=O)Nc1cc(Cl)ccc1N1CCOCC1
 : 1, 87, 0, 8, -2, 10, -8, -1.8, 17, 64
COc1ccc(Oc2coc3c(CN(C)C)c(O)ccc3c2=O)cc1
 : -13, 89, 2, -3, -32, 32, -23, -6.4, 9, 93
COC(=O)C(C(=O)OC)N1C(=O)CCC1=O
 : 2, 113, -2, 3, -42, 4, -16, -2.3, -2, 104
COc1cccc(N2CCN(c3c4c(nc5ncnn35)CCC4)CC2)c1
 : -20, 87, 2, 3, -77, 24, -15, -1.5, 1, 86
CCC(C)NS(=O)(=O)c1ccc(S(=O)(=O)N2CC=C(c3ccc(F)cc3)CC2)cc1 (stereo not given)
 : ·, 58, -5, 7, 0, 14, -4, -2.8, 1, 64
O=C1NC(=NCc2ccccc2)S/C1=C/c1ccc(O)cc1
 : ·, 45, ·, 9, -35, 14, 0, -4.5, 2, 43
COC(=O)c1ccc(CO/N=C(\NC(C)=O)c2nonc2NC(C)=O)cc1
 : ·, 84, -6, 4, -10, 4, -5, -0.6, 5, 89
S=C(NCC1CCCCC1)Nc1ccc(Oc2ccccc2)cc1
 : 1, 48, 15, 4, 49*, 13, -1, -5.1, 7, 66
N=c1c2c(n(Cc3ccc(Cl)c(Cl)c3)c3c1CCC3)CCCC2
 : 10, 11, 2, 0, -21, 6, 2, -5.5, 3, 9
COc1cc(/C=C/C(=O)NC(C)(C)C)ccc1OCc1ccccc1
 : ·, 103, -2, -6, -5, 27*, 3, -0.7, -2, 98
Cc1cccc(NC(=S)N2CCN(c3cc(C)ccc3C)CC2)c1
 : -4, 104, -2, 0, -10, 7, -5, -2.5, 0, 97
Cc1ccc(N=Cc2ccc(N(C)C)cc2)cc1
 : 9, 98, -4, 1, -1, 7, -8, -1.6, 1, 108
CCC(=O)Nc1cccc(NC(=O)CSc2nnc(-c3ccc(NS(C)(=O)=O)cc3)n2CC)c1
 : -22, 100, -1, -4, 18, 4, -1, -0.7, 6, 98
CCCNc1nc(-c2ccccc2)c(C(=O)OCC)cc1C#N
 : 9, 12, 1, 6, -2, 3, -26, -5.3, 7, 21
COc1cc(C(=O)N2CCN(C(=O)Cc3ccccc3)CC2)cc(OC)c1OC
 : -13, 89, 2, -2, -23, 2, -3, -2.0, -2, 106
Cc1ccc(/C=C2/NC(=O)N(Cc3ccccc3)C2=O)o1
 : ·, 81, -4, 4, -5, 25, -4, -2.3, 2, 78
CC(C)CC1=C/C(=C/c2ccc(-c3ccccc3)o2)C(=O)O1
 : -10, 84, -1, 5, -14, 3, 10, -1.1, 3, 94
COc1ccc(NC(=S)N2CCNC(=O)C2CC(=O)Nc2cccc(Cl)c2C)cc1 (stereo not given)
 : 33, 94, -6, -6, -2, 16, -2, -3.4, 1, 90
NS(=O)(=O)c1ccc(CCNC2CC(=O)N(CCc3ccccc3)C2=O)cc1 (stereo not given)
 : 12, 96, 0, 5, -23, 38, 3, -1.5, 1, 98
O=C(/C=C/NNC(=O)c1cccc(Br)c1)c1cccc(Br)c1
 : ·, 63, -2, 3, -109, 4, 28*, -2.3, -3, 59
CCC1CCCCN1CCNS(=O)(=O)c1ccc2c(c1)oc(=O)n2C (stereo not given)
 : ·, 101, ·, 7, -26, 13, -8, -3.1, 6, 103
CC(C)(C)NC(=O)C(c1c[nH]c2ccccc12)N(C(=O)Cn1nnc(-c2ccc(Cl)cc2)n1)c1ccccc1F (stereo not given)
 : ·, 63, -6, -5, -41, 8, -3, -1.3, 0, 54
CCOC(=O)C(C)Sc1ccc2nnc(-c3ccc(F)cc3)n2n1 (stereo not given)
 : 31, 93, -2, 0, 0, 6, -18, -4.9, 5, 97
CCc1nnc(NC(=O)c2ccc(NS(=O)(=O)c3ccccc3)cc2)s1
 : -41, 102, ·, 9, -33, 2, -7, -3.2, -1, 99
O=C(Nc1c(C(=O)Nc2cccc(F)c2)oc2ccccc12)c1ccc2c(c1)OCO2
 : -26, 74, ·, 13, -58, 4, -16, -3.5, 1, 73
CCOc1ccc(NC(=S)Nc2ccc(OC(F)(F)F)cc2)cc1
 : ·, 86, ·, -6, -7, 7, ·, -2.0, -1, 92
